# PKA-R1A act: PKA-R1A complex activation; AID 504707; PKA-R1A dissociation, Cy5-IP20 fluorescence polarization; scaled: DMSO 0%, 113 µM cGMP 100%; 340,000 tested, 0.083% active; activation, % at 11.4 µM;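 active = percent activation above the mean of all tested compounds plus 3 SD, cut at about 19% in these data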;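 also: higher means more PKAc released from R1A so a rise in polarization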
# Arr AP2 block: human beta-arrestin and AP2 interaction inhibition; FITC-arrestin peptide / GST-AP2 beads, flow cytometry; AP2 beta2 appendage carries R879A mutation; inhibition, % at 10 µM; 340,000 tested, 0.31% active;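 active = inhibition above a set limit, near 3 SD of compounds lacking own fluorescence, cut at about 54% in these data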;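 also: plate controls were DMSO wells for no effect and 5 µM unlabelled arrestin peptide for full effect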
#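 Material – GST-tagged AP2 beta2-adaptin appendage (R879A) on 4 µm glutathione beads · Probe or stimulus – fluorescein-tagged arrestin peptide at 50 nM final · Timing – 12 min plus 1 h, RT · Detection – bead flow cytometry, FITC channel · Read-out basis – inhibition as reduced fluorescein signal on beads, percent · Medium – PBS plus Tween 20 (0.05%) and BSA (0.1%)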
# SUMO Mot1 rescue: SUMOylation pathway inhibition by Mot1-301 growth rescue | S. cerevisiae Mot1-301 growth rescue, ATP luminescence, 38.5C; percent above DMSO median, 100 means doubled | growth rescue, % at 18.8 µM | 320,000 tested, 1% active | AID 2716;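 active = every valid replicate shows activation above 250% relative to neutral control wells; inactive = the rest, any valid replicate at or below 250%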;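 also: OY570 slx delta 5 strain wells were the positive control but not used for scaling; some compounds called inactive have numbers as strong as hits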
# DSG3 Ab inh: human desmoglein-3 autoantibody binding inhibition | P32926 | DSG3-coupled beads, scFv-anti-DSG3-GFP binding, flow cytometry; active compounds read low | binding (percent of control), % at 10 µM | 310,000 tested, 0.48% active;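 active = binding more than 3 SD below its plate's average and above zero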;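 also: hits lower antibody fragment binding to DSG3; some compounds called inactive have numbers as strong as hits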
# Target sequence (P32926 whole entry, looked up, the tested form may be a part): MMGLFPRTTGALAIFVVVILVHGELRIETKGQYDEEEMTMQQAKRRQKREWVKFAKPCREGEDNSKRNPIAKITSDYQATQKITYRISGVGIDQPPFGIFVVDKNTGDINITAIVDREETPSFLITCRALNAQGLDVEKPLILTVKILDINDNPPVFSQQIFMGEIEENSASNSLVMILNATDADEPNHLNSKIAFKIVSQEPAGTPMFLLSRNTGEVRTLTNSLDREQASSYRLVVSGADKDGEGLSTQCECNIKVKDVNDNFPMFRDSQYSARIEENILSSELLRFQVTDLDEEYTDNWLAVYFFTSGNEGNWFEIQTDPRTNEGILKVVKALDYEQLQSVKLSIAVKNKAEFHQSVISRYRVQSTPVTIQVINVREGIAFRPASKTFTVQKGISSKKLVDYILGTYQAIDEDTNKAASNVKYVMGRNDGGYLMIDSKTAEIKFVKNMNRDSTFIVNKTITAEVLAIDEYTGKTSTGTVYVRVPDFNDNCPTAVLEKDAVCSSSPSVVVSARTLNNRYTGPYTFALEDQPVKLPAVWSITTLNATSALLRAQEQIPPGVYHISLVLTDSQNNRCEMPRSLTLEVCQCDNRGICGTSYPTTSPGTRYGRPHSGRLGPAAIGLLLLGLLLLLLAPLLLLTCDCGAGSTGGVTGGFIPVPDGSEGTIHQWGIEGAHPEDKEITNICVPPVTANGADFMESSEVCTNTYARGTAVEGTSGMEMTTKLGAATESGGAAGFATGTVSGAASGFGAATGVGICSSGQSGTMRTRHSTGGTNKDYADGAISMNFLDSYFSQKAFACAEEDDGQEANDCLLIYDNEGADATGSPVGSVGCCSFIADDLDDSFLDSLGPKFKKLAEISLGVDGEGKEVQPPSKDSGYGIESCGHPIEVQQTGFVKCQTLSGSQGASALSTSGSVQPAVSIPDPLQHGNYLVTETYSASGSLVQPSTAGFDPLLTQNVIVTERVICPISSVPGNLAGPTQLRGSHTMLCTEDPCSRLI
# AddAB inh: less growth of phage-infected E. coli with AddAB | E. coli expressing H. pylori AddAB, absorbance growth | inhibition, % at 11.9 µM | AID 435030 | 330,000 tested, 0.29% active; in the data active = inhibition above about 12%;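 also: 0% = vehicle wells of infected cells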
# MOR-DOR ag: agonists of human mu-delta opioid receptor heterodimerization | cells, OPRM1-OPRD1 heterodimerization, luminescence | activation, % at 9.3 µM | 340,000 tested, 0.3% active; in the data active = activation above about 18%;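 also: 0% = vehicle-treated cells and 100% = reference agonist; values of inactives mirror those of a sister screen read the other way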
# Tat export inh: E. coli Tat transport inhibition; E. coli MC4100 TorA-mCherry Tat export, fluorescence; inhibition, % at 10 µM; 340,000 tested, 0.036% active; AID 488895;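 active = mean replicate inhibition at least 50% and at least half of replicates individually reaching 50%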;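 also: exported cargo escapes ClpAP degradation while cytoplasmic cargo is degraded and loses fluorescence; 0% = median of neutral control wells and 100% = median of NaSCN control wells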
# MOR-DOR inv ag: mu-delta opioid heterodimer inverse agonism | AID 504357 | 340,000 tested, 0.21% active | inhibition, % at 9.3 µM | cell-based MOR-DOR heterodimer luminescence | P35372+P41143; in the data active = inhibition above about 22%, passing the limit was not always enough;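 also: 0% = cells with DMSO and 100% = wells without cells with DMSO; values of inactives mirror those of a sister screen read the other way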
# E coli growth: bacterial growth inhibition, counter-screen for AddAB inhibitors; E. coli V3065 growth, OD600 absorbance, 18 h; inhibition, % at 11.9 µM; 330,000 tested, 0.27% active;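 active = inhibition above the campaign's mean inhibition across all tested compounds plus 3 SD, cut at about 9.9% in these data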;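 also: uninfected addAB+ strain grown without phage in ampicillin broth; 0% = DMSO wells and 100% = ciprofloxacin 0.95 µg/ml wells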
# phage Ecoli inh: E. coli growth loss with phage present | inhibition, % at 11.9 µM | growth absorbance | 360,000 tested, 0.26% active | AID 651602; in the data active = inhibition above about 11%
# PfHsp90 yeast 2: inhibits growth of yeast expressing Plasmodium falciparum Hsp90; AID 504621; inhibition, % at 9.4 µM; 310,000 tested, 0.32% active; S. cerevisiae expressing PfHsp90, BacTiter-Glo ATP, 48 h; yeast lacking PDR1 and PDR3 efflux regulators;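 active = every replicate shows inhibition above about 80%, whatever the replicate mean, limit read from the data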;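 also: 0% = DMSO neutral controls and 100% = 20 µM radicicol positive controls; yeast relying on Plasmodium falciparum Hsp90 in place of its own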
# The depositor's hits bear a star; / = not tested or not shown.
SMILES,PKA-R1A act,Arr AP2 block,SUMO Mot1 rescue,DSG3 Ab inh,AddAB inh,MOR-DOR ag,Tat export inh,MOR-DOR inv ag,E coli growth,phage Ecoli inh,PfHsp90 yeast 2
O=C1c2ccccc2-c2ccc(C(=O)N3CCCCC3)cc21,-6,14,-3,96,0.1,-2.0,27,10,-0.7,0.8,1
CCCCC(CC)CN1C(=O)/C(=C/c2ccncc2)SC1=S (stereo unspecified),10,-4,-1,106,3.5,-3.4,5,17,0.7,2.1,/
O=C(CSc1nnc(CNC(=O)c2cccs2)o1)Nc1ccc(Cl)cc1,14,1,-13,107,4.2,-4.1,-1,21,0.4,2.8,9
COc1cc2c(cc1OC)C(c1ccc(Cl)cc1)CC(=O)N2 (stereo unspecified),2,2,462,124,3.3,-0.2,-3,1,-0.3,1.5,-9
CCn1c(CC(=O)Nc2ccc(F)cc2)nnc1SCC(=O)Nc1nncs1,2,6,15,/,3.2,-0.8,4,6,0.9,1.2,9
CCc1ccc(C(=O)CN2CCSC2=N)cc1,-5,-11,3,113,-2.1,1.0,2,-7,-4.2,7.7,6
CC(C)=CCCC1=CCC(/C(C)=N/NC(N)=O)CC1 (stereo unspecified),-8,2,13,101,0.4,2.1,4,-11,0.2,/,-6
O=C(CSCc1ccccc1)Nc1ccc(S(=O)(=O)Nc2ncccn2)cc1,4,-3,1,/,2.5,-0.6,-1,3,-1.9,0.7,1
COc1ccc(CNC(=S)Nc2cc(C)ccc2C)cc1,0,4,10,102,1.9,-1.4,-8,8,3.0,0.5,-19
COc1cc(C(=O)NNC(=O)c2n[nH]c3ccccc23)cc(OC)c1OC,-12,-3,14,102,-0.3,-5.8,-5,22,-1.2,6.0,35
CCOC(=O)C1(CCCc2ccccc2)CCN(C(=O)C2CCCO2)CC1 (stereo unspecified),-5,-39,-23,99,1.3,-1.6,-3,9,0.0,2.7,-22
COc1cc(NC(C)=O)ccc1NC(=O)c1cc2ccccc2o1,-4,35,3,113,0.1,-0.9,-3,5,-2.3,5.2,-8
O=c1[nH]cnc2scc(C3COc4ccccc4O3)c12 (stereo unspecified),-1,-4,-8,102,-1.4,4.9,-4,-26,-0.6,0.2,42
Cc1nc(-c2ccc(Cl)cc2)sc1C(=O)NN,0,-10,24,110,0.3,-2.0,6,10,-1.1,2.6,-3
CSc1ccccc1-n1nnnc1SCC(=O)NCc1cccs1,-1,0,-8,/,0.6,-2.4,29,10,-1.4,1.6,-2
O=C(Nc1ccc2c(c1)Cc1ccccc1-2)c1ccco1,-12,19,-17,79,0.3,1.2,-1,-7,1.4,0.8,13
CC(C)(C)NCc1cccn1-c1sc2c(c1C#N)CCCC2,-15,3,0,99,-2.0,-1.3,-1,7,1.4,0.2,23
O=C(NCc1ccco1)C1CCCN1S(=O)(=O)c1ccccc1C(F)(F)F (stereo unspecified),-7,31,7,92,2.0,-1.6,1,8,-0.7,-0.1,3
O=C(COC(=O)C1CC(=O)N(c2ccccc2)C1)c1ccccc1 (stereo unspecified),-23,23,-13,102,5.6,-1.8,-1,9,-0.7,1.7,21
Cc1ccccc1OCC(=O)N/N=C1\CCOc2c(C)cccc21,-6,2,10,105,-0.5,-0.6,3,3,0.7,1.9,-24
O=C1CCCC2=C1C(c1cn(-c3ccccc3)nc1-c1cccs1)c1c([nH]c(=O)[nH]c1=O)N2 (stereo unspecified),2,-5,49,126,2.1,0.8,0,-5,0.7,1.7,-5
O=[N+]([O-])c1ccc(COc2ccc(CN3CCOCC3)cc2)cc1,-12,-6,/,104,/,2.8,11,-13,/,2.8,-7
CCCN=C1NC(=O)C(CC(=O)NCCc2ccccc2)S1 (stereo unspecified),3,-9,58,106,4.2,-2.6,-9,15,1.5,2.5,8
COc1ccc(N(CC(=O)NCc2ccco2)C(=O)CCC(=O)Nc2nccs2)cc1,-6,14,-9,99,2.3,-1.3,3,8,-3.5,1.2,-9
COc1ccc(/C=C(/NC(=O)c2ccc(C)cc2)c2nc3ccccc3[nH]2)cc1OC,-11,4,-17,113,0.9,0.2,2,-1,-1.1,1.8,63
Cc1ccc(C(=O)Nc2cccc(-c3ccc(N4CCOCC4)nn3)c2)cc1C,5,31,-11,100,2.7,-2.6,-2,14,0.5,-1.1,24
Cc1nc2ccc(F)cc2cc1C(=O)NCc1ccco1,6,15,-17,/,-0.1,-1.6,-5,9,-1.3,1.6,/
O=C(O)c1ccc(NC(=S)Nc2ccc(S(=O)(=O)Nc3ccccn3)cc2)cc1,-7,17,/,118,/,-2.6,-1,14,/,2.2,3
COc1ccc(OC)c(Nc2nc(-c3cccc([N+](=O)[O-])c3)nc3ccccc23)c1,-5,3,-18,99,1.9,-2.2,3,11,-0.5,2.1,-25
O=C(COc1cccnc1[N+](=O)[O-])Nc1ccc(Cl)cc1F,-5,7,41,121,0.6,-1.9,-5,10,3.1,2.3,0
COc1cccc(/C=N/NC(=O)CN2C(=O)NC3NC(=O)NC32)c1 (stereo unspecified),-4,0,/,118,-0.7,-2.8,-16,15,1.4,-2.3,-23
O=C(Nc1ccccc1Cl)Oc1ccc(Cl)cc1Cl,-1,-1,5,92,-2.6,-0.9,1,5,-1.9,2.0,10
Cc1cccc(C)c1NC(=O)Nc1ccc(S(N)(=O)=O)cc1,-10,-10,18,90,0.7,-2.6,4,13,-2.2,1.2,-11
COC(=O)c1cc(C(=O)N(Cc2ccccc2)c2ccccn2)cc([N+](=O)[O-])c1,9,-5,7,83,1.6,1.9,-1,-12,0.6,4.8,13
CC(=O)NC(Cc1c[nH]c2ccccc12)C(=O)N/N=C/c1ccccc1 (stereo unspecified),-4,-10,265,114,-1.4,-1.1,-14,5,-2.2,1.9,-4
CCOc1ccc(CCNC(=O)c2cc3ccccn3n2)cc1OCC,-6,1,-2,78,-0.5,0.9,-3,-5,-3.4,4.8,6
COCCn1c(SCC(=O)Nc2cc(C)on2)nnc1-c1ccccc1,-3,19,1,91,-0.7,-3.0,-4,19,-0.8,1.9,-2
Cc1cc(NC(=O)CSc2nc3cc(Cl)ccc3c(=O)n2C(C)C)no1,-1,2,/,103,/,-3.1,-7,16,/,2.9,0
CCCCc1n[nH]c2c1/C(=N/O)CC(C)(C)C2,6,3,-3,89,0.2,-2.7,-3,14,-0.5,3.0,3
CCC(C)NC(=O)[C@H]1N2C(=O)c3ccccc3C2SC1(C)C (stereo partly specified),10,2,5,104,-0.1,-0.3,1,1,-1.6,3.6,0
COC(=O)c1ccc(Cc2ccccc2)o1,-11,8,/,99,1.3,1.1,6,-6,1.0,0.7,2
Cc1cc2n(n1)C(c1sccc1C)Nc1ccccc1-2 (stereo unspecified),6,29,45,98,-0.6,3.3,-5,-16,-0.2,1.9,-12
O=C1C2C3C=CC(O3)C2C(=O)N1CC(O)c1ccccc1 (stereo unspecified),-15,-2,/,107,5.8,0.5,10,-2,2.0,3.0,22
CN1/C(=C\C(=O)COc2ccc3c(c2)OCO3)C(C)(C)c2ccccc21,3,4,0,113,1.7,3.1,5,-18,0.0,1.2,-3
COCc1cc(=O)n2c([nH]c3ccccc32)c1C#N,-7,25,56,107,4.3,-0.7,3,4,0.4,0.6,3
CCOC(=O)c1ccccc1OCc1cc(/C=N/NC(=O)c2cccnc2)ccc1OC,-7,8,3,108,5.6,1.0,6,-5,0.2,0.8,0
CCc1ccc(CNC(=O)CCc2cn(C)c3ccccc23)cc1,12,-6,-14,93,-2.3,-0.1,-8,1,-0.3,3.1,-20
O=C(N/N=C1\C2CN3CCN(C2)CC1(c1ccccc1)C3)Nc1ccccc1,5,11,47,98,-0.3,-2.2,-1,13,-1.1,3.6,22

# 4 entries picked at random from the list so far, as already listed:
SMILES,PKA-R1A act,Arr AP2 block,SUMO Mot1 rescue,DSG3 Ab inh,AddAB inh,MOR-DOR ag,Tat export inh,MOR-DOR inv ag,E coli growth,phage Ecoli inh,PfHsp90 yeast 2
COCCn1c(SCC(=O)Nc2cc(C)on2)nnc1-c1ccccc1,-3,19,1,91,-0.7,-3.0,-4,19,-0.8,1.9,-2
CCC(C)NC(=O)[C@H]1N2C(=O)c3ccccc3C2SC1(C)C (stereo partly specified),10,2,5,104,-0.1,-0.3,1,1,-1.6,3.6,0
Cc1cc2n(n1)C(c1sccc1C)Nc1ccccc1-2 (stereo unspecified),6,29,45,98,-0.6,3.3,-5,-16,-0.2,1.9,-12
CCCCc1n[nH]c2c1/C(=N/O)CC(C)(C)C2,6,3,-3,89,0.2,-2.7,-3,14,-0.5,3.0,3

# Going on with the list.
SMILES,PKA-R1A act,Arr AP2 block,SUMO Mot1 rescue,DSG3 Ab inh,AddAB inh,MOR-DOR ag,Tat export inh,MOR-DOR inv ag,E coli growth,phage Ecoli inh,PfHsp90 yeast 2
CN(CC(=O)Nc1ccc(F)cc1)C(=O)COC(=O)c1ccc(=O)n(Cc2ccccc2)n1,7,6,-5,98,1.3,-3.8,4,15,1.4,2.7,/
O=C(COC(=O)c1ccccc1OCC(=O)Nc1ccc(Br)cc1)Nc1ccccc1,5,7,10,106,3.4,0.4,-5,-2,0.0,0.2,-18
S=C(NCc1ccco1)N1CCN(C/C=C/c2ccccc2)CC1,-1,-1,-12,99,-2.8,0.5,5,-2,1.0,1.2,2
O=C(c1ccc(N2CCOCC2)c([N+](=O)[O-])c1)N1CCN(c2ccccc2)CC1,2,16,/,104,/,-1.6,-3,8,/,2.9,10
CCCNS(=O)(=O)c1ccc2c(c1)n(C)c(=O)n2C,-3,-6,-13,113,-0.2,-2.9,0,15,-1.3,2.0,-27
O=C1c2ccccc2S(=O)(=O)c2cc(N3CCOCC3)ccc21,-6,-3,15,101,0.9,-0.7,2,4,-0.3,2.6,-2
COc1cc(NC(=O)CCc2ccccc2)c(C(=O)O)cc1OC,-1,-2,-1,100,-3.5,-0.4,3,2,-1.0,2.8,0
N#Cc1ccc(Nc2ccccc2)c(N)c1,3,1,27,107,0.8,3.0,-3,-15,0.2,1.7,/
Cc1ccc2nc(Cl)cc(=O)n2c1,0,-7,/,/,/,-2.5,2,12,/,3.5,-5
O=C(CNC(=O)c1ccc(Br)o1)NCc1ccc(F)cc1,0,-1,1,105,-0.6,1.0,-4,-5,0.6,-0.9,1
O=C(c1ccco1)N1CCN(C(=O)c2ccccc2OCc2ccccc2)CC1,5,4,-12,97,-0.6,-0.2,-1,1,1.1,4.6,7
COc1ccc(Cc2nnc(N/N=C/c3ccc(C)o3)[nH]c2=O)cc1,-7,8,8,80,-0.9,-3.3,-5,16,-2.0,1.3,-9
CCc1cc(=O)oc2c(C)c(OC(C)C(=O)N3CCC[C@@H]3C(=O)O)ccc12 (stereo partly specified),-4,21,9,/,2.0,-2.4,-5,12,-0.3,1.7,6
COC(=O)c1c(-c2ccccc2)noc1C,-2,2,-12,101,-1.1,-3.7,-12,17,-1.0,0.1,7
